PLK1 PBD inh: qHTS for Inhibitors of PLK1-PDB (polo-like kinase 1 - polo-box domain): Primary Screen; Serine/threonine-protein kinase PLK1 (Homo sapiens), P53350; Plk1 PBD binding of FITC phosphopeptide, fluorescence polarization; Potency, µM, without a hit: max response, negative = inhibition, most hits filed as inhibitors; 2.8% of 360,000 active; AID 720504, 2013; further: potency means the concentration at half of the fitted maximal effect; series mostly up to about 57 µM; on the % scale 0 is the no-effect control and ±100 the full control effect; nearly all actives have a fitted effect of over 65% in size
D3 ag: qHTS of D3 Dopamine Receptor Agonist: qHTS; AID 652048, 2013; D3R DiscoveRx beta-arrestin cells, luminescence, 90 min; D(3) dopamine receptor (Homo sapiens), P35462; 0.58% of 410,000 active; max activation, %; in the data active means max activation above about 30%; further: 0% is about no effect; mostly tested at two doses, the higher about 12 µM
Target sequence (P35462 whole entry, looked up): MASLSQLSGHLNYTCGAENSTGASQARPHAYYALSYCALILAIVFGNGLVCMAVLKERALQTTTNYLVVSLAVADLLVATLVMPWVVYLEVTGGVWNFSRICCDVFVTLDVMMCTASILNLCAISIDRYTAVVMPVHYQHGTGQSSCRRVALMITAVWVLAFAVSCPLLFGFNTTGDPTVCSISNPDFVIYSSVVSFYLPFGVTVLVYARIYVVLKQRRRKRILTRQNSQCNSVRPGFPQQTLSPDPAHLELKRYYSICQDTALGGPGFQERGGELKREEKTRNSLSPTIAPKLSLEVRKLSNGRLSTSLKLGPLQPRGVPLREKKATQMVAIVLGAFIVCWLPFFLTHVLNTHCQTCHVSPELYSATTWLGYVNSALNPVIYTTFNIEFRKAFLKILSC
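Cells at 1500/well, incubated overnight, then treated with pinned compounds (dopamine as control) for 90 min at 37 degrees C. DiscoveRx reagent added for 30 - 60 minutes at room temperature; luminescence read.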
DRD3 antagonist: qHTS of D3 Dopamine Receptor Antagonist: qHTS; D(3) dopamine receptor (Homo sapiens), P35462; max response, negative = inhibition, %; D3R cells, DiscoveRx beta-arrestin luminescence, antagonist mode; hits give low values; AID 652054, 2013; 2.5% of 360,000 active; in the data active means max response below about -50%; inconclusive means no clear call, values can overlap the other calls; further: on the % scale 0 is the no-effect control and ±100 the full control effect; mostly tested at two doses, the higher about 12 µM
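Cells plated overnight at 1500 cells/well, then exposed to library compounds with dopamine controls for 90 minutes at 37 degrees C. DiscoveRx reagent added for 30–60 minutes at room temperature; luminescence read, quantitative HTS format.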
PI5P4Ka inh: qHTS for Inhibitors of phosphatidylinositol 5-phosphate 4-kinase (PI5P4K) | max response, % | 1.2% of 330,000 active | Phosphatidylinositol 5-phosphate 4-kinase type-2 alpha (Homo sapiens), P48426 | PI5P4Kalpha enzyme, ADP-Glo luminescence, 60 min; hits give low values | AID 652105, 2013; active means max response of -50% or lower; inconclusive means between -30% and -50%; inactive means -30% or higher; further: value at the top dose of about 77 µM; on the % scale 0 is the no-effect control and ±100 the full control effect
Target sequence (P48426 whole entry, looked up): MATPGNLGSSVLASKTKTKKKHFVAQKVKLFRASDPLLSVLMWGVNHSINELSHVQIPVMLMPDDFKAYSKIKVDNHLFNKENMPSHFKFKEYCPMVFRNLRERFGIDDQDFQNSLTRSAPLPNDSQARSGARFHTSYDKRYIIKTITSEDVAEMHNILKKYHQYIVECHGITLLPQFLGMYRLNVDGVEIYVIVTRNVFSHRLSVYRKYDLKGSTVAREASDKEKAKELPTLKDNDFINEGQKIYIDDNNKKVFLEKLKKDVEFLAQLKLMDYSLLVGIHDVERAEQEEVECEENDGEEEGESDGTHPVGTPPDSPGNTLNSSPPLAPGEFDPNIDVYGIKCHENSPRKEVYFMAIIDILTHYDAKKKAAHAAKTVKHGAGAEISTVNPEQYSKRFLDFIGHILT
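Single end-point luminescence (ADP-Glo) quantified ADP from PI5P4Kalpha turnover; ATP 5 microM final, 1 h at RT, 0.1% CHAPS and 0.28 mM EGTA in HEPES pH 7.4.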
GLP-1R agonist: qHTS of GLP-1 Receptor Agonists; Glucagon-like peptide 1 receptor (Homo sapiens), P43220; HEK293 GLP-1R CRE-luciferase, luminescence, 4-6 h; cells express a hypersensitive GLP-1R form; Potency, µM (doses to about 45.6 µM), for inactives: at the top dose activation, hits mostly activators; 0.007% of 380,000 active; AID 624172, 2012; further: potency means the concentration at half of the fitted maximal effect; % of control where 0% means no effect
WRN inhibitor: qHTS for Inhibitors of WRN Helicase; Bifunctional 3'-5' exonuclease/ATP-dependent helicase WRN (Homo sapiens), Q14191; WRN helicase unwinding, fluorescent forked duplex, kinetic; Potency, µM (titrated, usually from 114 µM), for the others: at the highest dose activity change, negative = inhibition, actives largely listed as inhibitors; 0.46% of 360,000 active; AID 651768, 2012; further: potency means the concentration at half of the fitted maximal effect; on the % scale 0 is the no-effect control and ±100 the full control effect; nearly all actives have a fitted effect of over 55% in size
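WRN at 20 nM final was preincubated with compound for 15 min at room temperature; reaction started with 100 nM forked duplex oligonucleotide carrying fluorophore and quencher plus 2 mM ATP (final). Unwinding followed kinetically by red fluorescence (ex 525/em 598 nm).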
GLP-1R inv ag: qHTS of GLP-1 Receptor Inverse Agonists (Inhibition Mode); Glucagon-like peptide 1 receptor (Homo sapiens), P43220; 1.6% of 410,000 active; Potency, µM (doses to about 38.3 µM), inactives show at the highest dose activity change, negative = inhibition, most hits filed as inhibitors; AID 624417, 2012; HEK293 GLP-1R CRE-luciferase, luminescence, 24 h; GLP-1R form is constitutively active; further: potency means the concentration at half of the fitted maximal effect; on the % scale 0 is the no-effect control and ±100 the full control effect; nearly all actives have a fitted effect of over 55% in size
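Inverse agonists were sought by their lowering of basal cAMP reporter luciferase output in HEK293 cells stably carrying constitutively active human GLP-1R, after 24 h compound treatment.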
HEK293 tox: qHTS of GLP-1 Receptor Inverse Agonists: Cytotox Screen. AID 624418, 2012. HEK293 cAMP-luciferase reporter cells, luminescence, 24 h. 0.13% of 410,000 active. Potency, µM (top dose mostly 38.3 µM), inactives show at the top dose activity change, negative = inhibition, actives largely listed as inhibitors;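 further: loss of luciferase light is scored as toxicity; potency means the concentration at half of the fitted maximal effect; on the % scale 0 is the no-effect control and ±100 the full control effect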
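MLSMR compounds, 24 hr on cells at 37 deg C/5% CO2; luminescence after luciferase reagent (12 min RT). Inhibition counted as the undesired cytotoxic outcome.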
IL2 activator: qHTS of IL-2 Activators; AID 652025, 2013; IL-2 activation reporter assay, cell-based qHTS; stimulated with anti-CD3/CD4/CD28 beads; in transgenic mouse T cells; activation, % (series mostly up to about 46 µM); 0.065% of 360,000 active; in the data active means activation above about 50%; inconclusive means mostly about 30% to 49%; further: 0% is about no effect
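Unstimulated transgenic mouse T cells; 60-min compound exposure; bead-based TCR/CD4/CD28 stimulation; 18 h culture, 37 degrees C; dual fluorescence (EGFP, DsRed) plate cytometry.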
The depositor's hits bear a star; ? = inconclusive; . = no result given; & = joins results of further samples; [ ] = another dose, or the depositor's remark. Unless noted, the call rests on the fitted dose curve; in most records, active means well fitted curve in the direction sought with a large enough effect; inconclusive means small, poorly fitted or top-dose-only effect, or another doubt; inactive means no such curve, though single readings can be large; an effect the other way counts as inactive or inconclusive.

compound,PLK1 PBD inh,D3 ag,DRD3 antagonist,PI5P4Ka inh,GLP-1R agonist,WRN inhibitor,GLP-1R inv ag,HEK293 tox,IL2 activator
CCOc1ccc(S(=O)(=O)NC2CCCCCC2)cc1,-1%,2,4,8,9%,-3%,?,14%,-0.8
O=C(c1ccc2c(c1)N(Cc1ccccc1F)C(=O)c1ccccc1S2(=O)=O)N1CCCC1,-4%,-3&5,19,-2,13%&0%,-3%,0%&13%,2%&-4%,0.6
COc1ccc(-n2nc(C(=O)NCC(=O)NC3CCCCC3)c3ccccc3c2=O)cc1,-9%,-6,-1,-8,12%,-4%,-17%,10%,0.3
CC12CN3CC(C)(CN(C1)C3c1ccc(Br)cc1)C2=O (centres undefined),0%,2,-3,-2,-9%,5%,9%,3%,-0.9
Cc1ccc2nc(-c3ccc(NC(=O)CSCC(=O)O)cc3)sc2c1,?,-1,2,-2,-1%,-3%,11%,-2%,2.7
N#Cc1nc(-c2ccc(F)cc2)oc1N1CCC(C(N)=O)CC1,-8%,1,0,8,9%,-5%,6%,5%,-0.7
Cc1cc2oc(=O)cc(CN(Cc3ccccc3)Cc3ccccc3)c2cc1Cl,-4%,-7,-29,11,-1%,-1%,-29%,1%,-0.5
COc1ccc(-n2nc3c(c2NC(=O)C2CC2)CS(=O)(=O)C3)cc1,2%,-1,-13,3,-4%,-15%,31%[activator],10%,-0.1
CC(NC(=O)[C@H](C)NC(=O)c1ccco1)c1ccc(S(N)(=O)=O)cc1 (some centres undefined),-18%,2,2,-4,8%,-2%,12%,16%,-0.3
OCc1n[nH]c(CO)n1,-2%,-15,8,.,-10%,6%,8%,2%,-3.1
O=C(Nc1ccc(N2CCOCC2)c(S(=O)(=O)Nc2ccccc2Cl)c1)c1ccc(=O)[nH]n1,-4%,2,3,?,5%,-24%,21%,-16%,0.4
N=C1S/C(=C\c2ccc(-c3cccc(Cl)c3)o2)C(=O)N1c1nccs1,?,6,-20,-63*,0%,45µM*,?,?,-0.4
CCN(CC(=O)NCc1ccc(F)cc1)C(=O)CN1CCN(c2ccccc2OC)CC1,-4%,-15,-25,8,-2%,3%,-9%,2%,1.8
Cc1cccc(C)c1NC(=O)C1CC2CCC1C2 (centres undefined),-16%,1,-7,2,8%,11%,-11%,4%,0.6
CCOC(=O)CSc1cc(C)nc(NC(C)=O)n1,-9%,-9,-17,4,-5%,1%,2%,5%,-0.9
COc1ccc(NC(=O)NNS(=O)(=O)c2cc(C)ccc2C)cc1OC,-6%,0,-5,-1,-3%,-13%,31%,19%,2.0
CN(C)CCN(C(=O)c1ccc2ccccc2c1)c1nc2c(F)cccc2s1,2%,-15,?,2,-3%,-1%,-12%,-4%,-1.7
Cc1cccc(CNC(=O)c2sc(=O)n(Cc3ccc(S(C)(=O)=O)cc3)c2C)c1,-9%,7,1,-2,4%,2%[57.1 µM],-10%,1%,-0.7
CCOc1ccc(-n2nc3ccc(NC(=O)c4ccc(C)cc4C)cc3n2)cc1,.,-15,.,.,-2%,.,7%,5%,.
COC(=O)c1ccc2nc(C)cc(Nc3ccc(N(C)C)cc3)c2c1,1%,-4,2,9,-1%,-11%,-61%,-50%,-0.1

More results.
compound,PLK1 PBD inh,D3 ag,DRD3 antagonist,PI5P4Ka inh,GLP-1R agonist,WRN inhibitor,GLP-1R inv ag,HEK293 tox,IL2 activator
CCn1nnc(-c2ccccc2NS(=O)(=O)c2ccc(S(=O)(=O)N3CCCCCC3)cc2)n1,-6%,-10,-17,.,-6%,-2%,?,-7%,-3.2
Cc1ccccc1-c1nc(CN2CCC(C(=O)NCc3cccs3)CC2)c(C)o1,-4%,5,?,-3,7%,10%,?,-24%,-3.5
COc1cc(O)c2c(c1)OC(C)(C)CC2=O,-6%,-1,-18,0,-13%,3%,8%,1%,-1.8
CC1(C)Oc2ccc(C(=O)N3CCOCC3)cc2N(CC(=O)N2CCOCC2)C1=O,-4%,3,27,-2,-5%,-7%,7%,-11%,1.2
C/C(=N\NS(=O)(=O)c1ccc(C)cc1)c1cc2ccccc2oc1=O,-7%,0,15,2,1%,-22%,1%,-1%,1.9
CCC(C)c1ccc(NC(=O)N2CCOCC2)cc1 (centres undefined),1%,3,6,4,-1%,0%,12%,18%,-0.4
COc1ccc(CNC(=O)[C@H](C)[C@@H]2C[C@@]2(C)[C@@H](NC(=O)OCc2ccccc2)c2ccccc2)cc1OC,0%,-7,6,-9,11%,6%,?,-21%,0.0
CCc1ncc(CN2CCCC(C(=O)Nc3cccc(-c4cccc(C)c4)c3)C2)cn1 (centres undefined),-6%,2,5,18,15%,-18%,?,-10%,-2.8
CCC(=O)c1ccc(OC(=O)Cc2ccc(OC)cc2)cc1,-16%,1,6,-4,-2%,1%,6%,-5%,1.8
COc1ccc(Br)cc1C(=O)Nc1ccc(C(=O)NCC(C)C)cc1,5%,2,-4,1,-7%,0%,6%,-4%,-0.9
CCN(CC)C(=O)C(=O)c1cn(CC(=O)NCC2CCCO2)c2ccccc12 (centres undefined),-13%,-3,-15,1,2%,0%,1%,15%,-1.8
CCn1cc(C(=O)NCc2ccccc2Cl)c(=O)c2cc(S(=O)(=O)N3CCOCC3)ccc21,.,-6,.,.,-2%,.,-23%,-30%,.
CCN(CC)CCNS(=O)(=O)c1ccc(C(=O)NN)cc1,-8%,11,23,-3,-3%,-1%[57.1 µM],1%,-2%,-2.2
COc1ccc(-n2c(=O)c3ccccc3n(CC(=O)NC3CCCC3)c2=O)cc1,-8%,-14,-6,-2,7%,3%,14%,13%,-0.1
O=C(c1cccs1)N(Cc1ccco1)c1nc(-c2ccc(F)cc2)cs1,0%,-2,4,9,0%,-8%,?,-10%,0.3
Cc1ccc(C(C)NC(=O)c2ccc3c(c2)OCO3)cc1C (centres undefined),-9%,11,14,1,3%,5%,?,0%,-3.2
CC1(Cc2cc(Cl)ccc2C(F)(F)F)C(=O)Nc2c(Cl)cccc21 (centres undefined),0%,-16,21,8,-6%,-9%,?,19%,1.4
O=C(NCc1ccc(Cl)nc1)c1ccc2sc([C@@H]3O[C@H](CO)[C@H](O)[C@H](O)[C@H]3O)nc2c1,-3%,-5,-6,4,-1%,1%,1%,-3%,-0.4
CCCn1nnnc1NCc1ccccc1OCC,-12%,-3,2,1,7%,4%,14%,9%,1.2
COc1ccc(C(CNC(=O)c2cccc(S(=O)(=O)Nc3ccc(F)cc3)c2)N2CCOCC2)cc1 (centres undefined),-6%,-3,-16,-2,6%,-12%,4%,-3%,0.4

(listing goes on)
Structure	PLK1 PBD inh	D3 ag	DRD3 antagonist	PI5P4Ka inh	GLP-1R agonist	WRN inhibitor	GLP-1R inv ag	HEK293 tox	IL2 activator
CCOc1ccc(C(=O)Nc2nccs2)cc1[N+](=O)[O-]	-1%	1	3	-1	13%	-16%[57.1 µM]	43%[activator]	0%	-5.4
O=C(Cn1nc(-c2ccccc2)nc1-c1ccccc1)N1CCOCC1	-7%	-5	-3	2	0%	-4%	13%	-16%	-4.2
Cc1ccc(C(=O)Nc2ccccc2NC(=O)c2ccc(C)o2)o1	0%	-1	-24	-11	-11%	3%	0%	-4%	-0.7
O=c1cnnc(N/N=C/c2cccs2)[nH]1	-3%	0	0	-6	-6%	-6%	21%	3%	-0.6
Cc1ccc(NC(=S)NC2CCN(Cc3ccccc3)CC2)cc1C	-6%	0	-52*	5	6%	-6%	?	-30%	-3.6
O=C(OCc1cc(Cl)ccc1OC(F)F)c1cncc(Br)c1	-2%	0	10	9	15%	-4%	-22%	6%	0.3
COc1cc2c(cc1OC)C(O)=CC(=O)C2=O	-12%	-6	-2	-54*	-3%	-34%	11%	-1%	-3.3
O=C(COC(=O)Cc1n[nH]c(=O)c2ccccc12)Nc1ccc(Cl)cn1	-3%	3	4	-26	5%	-9%	42%[activator]	-27%	0.5

Some values from the list:
IL2 activator result of O=C(COC(=O)Cc1n[nH]c(=O)c2ccccc12)Nc1ccc(Cl)cn1 stands at 0.5
PI5P4Ka inh result of Cc1ccc(C(=O)Nc2ccccc2NC(=O)c2ccc(C)o2)o1 stands at -11

Compound profiles, as listed above.
Cc1ccccc1-c1nc(CN2CCC(C(=O)NCc3cccs3)CC2)c(C)o1 is entered as PLK1 PBD inh = -4%; D3 ag = 5; DRD3 antagonist = ?; PI5P4Ka inh = -3; GLP-1R agonist = 7%; WRN inhibitor = 10%; GLP-1R inv ag = ?; HEK293 tox = -24%; IL2 activator = -3.5
COc1ccc(CNC(=O)[C@H](C)[C@@H]2C[C@@]2(C)[C@@H](NC(=O)OCc2ccccc2)c2ccccc2)cc1OC is entered as PLK1 PBD inh = 0%; D3 ag = -7; DRD3 antagonist = 6; PI5P4Ka inh = -9; GLP-1R agonist = 11%; WRN inhibitor = 6%; GLP-1R inv ag = ?; HEK293 tox = -21%; IL2 activator = 0.0

Compound activity (PubChem BioAssay)

Outcome played no part in choosing rows; any-hit rate near 7.8%.
